GPR7 antagonist = human neuropeptides B/W receptor 1 antagonism; P48145; GPR7-expressing cells, fluorescence antagonist assay; inhibition, % at 4.4 µM; 1.1% of 290,000 active; AID 1861; in the data active = inhibition above about 16%, passing the limit was not always enough;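 note: cells stimulated with the agonist NPW; 0% = agonist with vehicle and 100% = vehicle without agonist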
Target sequence (P48145 whole entry, looked up): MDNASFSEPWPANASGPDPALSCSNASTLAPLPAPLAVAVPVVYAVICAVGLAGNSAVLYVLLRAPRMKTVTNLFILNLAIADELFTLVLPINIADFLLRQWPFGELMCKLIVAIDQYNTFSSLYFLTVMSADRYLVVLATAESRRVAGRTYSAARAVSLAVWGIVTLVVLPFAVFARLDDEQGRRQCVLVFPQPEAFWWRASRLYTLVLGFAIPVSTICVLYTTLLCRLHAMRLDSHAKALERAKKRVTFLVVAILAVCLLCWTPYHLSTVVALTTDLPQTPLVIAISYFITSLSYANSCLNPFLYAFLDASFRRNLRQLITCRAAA
OXTR potentiate = human OXTR potentiation. P30559. CHO-OTR cells, Fluo-8 calcium fluorescence, potentiator mode; 0% = oxytocin EC15, 100% = EC100. activation, % at 3 µM. 0.061% of 320,000 active;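 active = activation above that plate's cutoff, the mean activation of tested compounds plus 3 SD, cut at about 6.6% in these data, passing the limit was not always enough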;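 note: 100% uses oxytocin at 75 nM as the full agonist control; some results filed as inactive read as strong as hits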
Target sequence (P30559 whole entry, looked up): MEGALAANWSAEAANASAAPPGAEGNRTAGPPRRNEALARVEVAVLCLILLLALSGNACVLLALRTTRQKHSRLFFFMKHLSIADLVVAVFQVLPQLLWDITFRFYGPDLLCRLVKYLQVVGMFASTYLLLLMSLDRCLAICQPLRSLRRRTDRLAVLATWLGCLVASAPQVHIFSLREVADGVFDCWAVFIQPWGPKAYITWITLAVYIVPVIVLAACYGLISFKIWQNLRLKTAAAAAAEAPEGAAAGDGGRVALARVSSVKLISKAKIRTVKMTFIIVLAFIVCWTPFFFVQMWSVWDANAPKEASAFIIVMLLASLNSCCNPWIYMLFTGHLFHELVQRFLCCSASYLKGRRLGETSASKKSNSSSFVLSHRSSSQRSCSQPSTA
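Replication – single well per compound, singlicate · Assay system – CHO cell line stably expressing human OTR · Timing – 6 min pre-incubation, 100 s read · Measure – normalized max/min fluorescence ratio, % activation · Doses – 3.0 µM, one dose · Detection – Fluo-8 calcium dye fluorescence · Probe or stimulus – oxytocin near EC15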
V1R ag counter = activates human V1a receptor in oxytocin agonist counter-screen | CHO-V1R cells, Fluo-8 calcium fluorescence, agonist mode; 0% DMSO, 100% 3 nM vasopressin | activation, % at 3 µM | 0.25% of 320,000 active | AID 2797 | P37288;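 active = activation above the mean activation of all tested compounds plus 3 SD, per screening run, cut at about 20% in these data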;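 note: signal is peak over basal fluorescence ratio across a 100 second FLIPR read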
CHO-K1 Ca antag = nonselective inhibitor or artifact in parental CHO-K1 cells; inhibition, % at 3 µM; 0.6% of 360,000 active; ATP-induced calcium, Fluo-8 fluorescence; AID 602250;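 active = inhibition above a per-plate cutoff, the plate's mean sample inhibition plus 3 SD, cut at about 24% in these data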;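 note: 0% = DMSO plus EC80 ATP and 100% = DMSO alone without ATP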
TAAR1 antagonist = antagonists of human TAAR1 | Q96RJ0 | CHO RD-HGA16 TAAR1, Fluo-8 calcium fluorescence, antagonist | inhibition, % at 3 µM | 1.5% of 360,000 active | AID 624466;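 active = inhibition above a per-plate cutoff, the mean inhibition of test compounds on that plate plus 3 SD, cut at about 49% in these data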;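 note: 0% = DMSO plus EC80 beta-PEA response and 100% = DMSO alone without agonist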
Target sequence (Q96RJ0 whole entry, looked up): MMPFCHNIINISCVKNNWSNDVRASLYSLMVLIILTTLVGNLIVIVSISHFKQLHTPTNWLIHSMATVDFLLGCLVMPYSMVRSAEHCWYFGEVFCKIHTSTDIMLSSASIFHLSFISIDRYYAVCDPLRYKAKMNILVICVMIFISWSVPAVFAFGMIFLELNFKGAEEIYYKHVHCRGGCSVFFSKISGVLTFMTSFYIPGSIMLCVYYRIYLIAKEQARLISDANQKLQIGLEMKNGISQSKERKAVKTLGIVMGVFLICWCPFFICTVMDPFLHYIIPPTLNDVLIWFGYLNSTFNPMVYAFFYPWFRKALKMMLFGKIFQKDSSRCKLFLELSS
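test system = CHO RD-HGA16 cells bearing hTAAR1 | replication = singlicate | controls = DMSO-only wells and EC80 β-PEA-stimulated wells | reagent = EC80 β-phenethylamine stimulus | read-out basis = percent inhibition of PEA-evoked calcium signal, max/basal emission ratio | schedule = seeding 17-24 h prior, 75-min 37 °C, 30-min RT dye loading | signal = kinetic Fluo-8 calcium fluorescence measurement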
OXTR ag = activates the human oxytocin receptor | CHO-OTR cells, Fluo-8 calcium fluorescence; normalized: DMSO 0%, oxytocin 100% | 0.32% of 320,000 active | activation, % at 3 µM | P30559;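 active = activation above the mean of all tested compounds plus 3 SD, cutoff set per screening run, cut at about 20% in these data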;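 note: peak over basal fluorescence ratio from a 100 s FLIPR kinetic read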
CHO parental Ca = counter-screen for OX1R antagonists: effect in parental CHO cells | parental CHO-K1, ATP-induced calcium, Fluo-8 fluorescence | inhibition, % at 5.6 µM | 0.63% of 330,000 active;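 active = inhibition above that plate's mean sample inhibition plus 3 SD, cut at about 26% in these data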;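 note: 0% = ATP-challenged DMSO wells and 100% = DMSO wells without ATP; some compounds past the cut are filed as inactive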
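Material: parental CHO cells / Compound: single nominal dose of 5.6 µM per compound / Signal: Fluo-8 fluorescence / Replicates: singlicate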
CHO-K1 Ca ag = M1 agonist counterscreen hit in parental CHO-K1 cells. AID 602248. activation, % at 3 µM. Fluo-8 calcium fluorescence; scaled to maximal ATP response, vehicle zero. 0.48% of 360,000 active; in the data active = activation above about 15%;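 note: untransfected CHO-K1 host cells lacking M1 receptor as counterscreen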
CHO-K1 Ca PAM = M1 PAM counterscreen hit in parental CHO-K1 cells | ATP EC20, Fluo-8 calcium fluorescence; 0% at ATP EC20, 100% at ATP max | activation, % at 3 µM | 0.02% of 360,000 active | AID 602247;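 active = activation above the run cutoff, the mean activation of all test compounds plus 3 SD, cut at about 40% in these data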;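 note: peak over basal fluorescence ratio in a 140 s read after ATP addition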
* = called active by the depositor; · = no result given.

SMILES	GPR7 antagonist	OXTR potentiate	V1R ag counter	CHO-K1 Ca antag	TAAR1 antagonist	OXTR ag	CHO parental Ca	CHO-K1 Ca ag	CHO-K1 Ca PAM
COC(=O)c1ccc(C(=O)NC(=S)Nc2nc3c(s2)CCCC3)cc1	-5.5	-6.6	-0.6	-10.8	7.8	-0.8	-4.0	0.9	23.6
CCN(CC)C(=O)c1ccc(COc2ccc(Cl)c(C)c2)o1	3.0	-16.5	7.2	20.4	20.2	5.8	44.2*	10.2	3.8
O=[N+]([O-])c1ccc(-c2c(-c3ccccc3)ncc3cc(F)ccc23)cc1	·	-2.9	-0.4	-16.9	82.0*	-1.4	-15.5	1.6	15.9
CCC(=O)N(c1ccc(C(=O)O)cc1)c1nc(-c2ccc(OC)cc2)c(C)s1	-2.2	-8.4	-0.6	-11.5	-4.5	1.6	26.1	0.4	9.9
CC(=O)N1CCN(S(=O)(=O)c2cccc(C(=O)NNC(=O)c3ccc(Br)cc3)c2)CC1	·	·	·	-18.0	-21.9	·	·	1.6	9.5
CC(C)(Oc1ccc(-c2ccco2)cc1)C(=O)O	-4.1	-5.8	1.2	·	·	1.0	0.2	·	·
CCOc1ccc(Cc2c(C)[nH]c3ccc(C(=O)O)cc3c2=S)cc1	-11.0	-4.0	0.4	4.0	-8.1	0.1	-7.3	1.5	2.3
COCCCn1c(-c2ccccc2)nc2ccccc2c1=O	-7.5	-10.9	-0.1	-2.0	-15.7	-0.8	-6.9	0.1	13.4
O=C(NNC(=O)c1ccc(Cl)nc1)c1ccc(Br)cc1	·	-3.0	0.6	-10.5	-28.0	0.1	-10.7	0.0	12.6
Cc1cccc(NS(=O)(=O)c2ccc(C)c(C(=O)NCCCN3CCOCC3)c2)c1	·	·	·	4.6	-29.6	·	·	-0.1	-2.2
Cn1cccc1C(C#N)c1ccccc1C#N (stereo unspecified)	-2.7	-0.2	0.6	15.1	3.5	0.8	-23.4	10.0	2.8
CC(Sc1nnc2ccccn12)C(N)=O (stereo unspecified)	25.1*	-3.8	1.0	-19.2	-13.6	0.9	11.3	0.8	6.6
C=C1C[C@H]2[C@@H]3C=C(C)C4=CC(=O)CC[C@]4(C)[C@H]3CC[C@]2(C)[C@@]1(OC(C)=O)C(C)=O	·	1.2	-0.6	-1.2	-13.1	-1.4	-15.7	-0.6	21.3
FC(F)C(F)(F)Oc1cccc(-c2n[nH]c(=S)n2Cc2ccccc2)c1	·	·	·	-1.1	-9.9	·	·	1.8	-30.4
Clc1ccc(-c2csc(N3CCCCCC3)n2)cc1	-20.7	-2.6	0.3	-4.1	-23.7	-1.6	3.4	0.7	17.3
Cc1ccccc1NC(=O)CSC(=O)c1ccccc1	·	-6.2	-1.3	-4.7	-40.0	-1.8	-7.8	0.4	3.0
Cn1c(/C(C#N)=C/c2ccncc2)nc2ccccc21	-7.2	-0.4	-0.2	10.9	-14.8	0.4	13.3	0.1	2.8
COc1ccccc1NS(=O)(=O)c1ccc(C)c(C(=O)NCC(c2ccco2)N2CCCCC2)c1 (stereo unspecified)	5.3	-5.7	-1.0	-3.1	-16.7	-1.0	-15.7	0.1	4.7
COc1c(OC(C)=O)ccc(/C=C/c2ccc3cccc(OC)c3n2)c1[N+](=O)[O-]	14.4	-11.9	2.5	-5.4	9.2	5.7	-1.4	5.1	7.1
CC1(c2ccccc2)NC(=O)N(CC(=O)NNC(=O)c2cccc(Cl)c2)C1=O (stereo unspecified)	·	-1.7	0.1	-12.1	-7.3	-0.3	-6.9	-0.1	3.4
O=C(NCc1ccc(Cl)cc1)c1ccncc1	-10.8	-6.4	8.7	-3.8	-11.4	2.7	-14.4	1.5	3.5
CCCCC1OC23CCCCC2C(C#N)(C#N)C1(C#N)C(=N)O3 (stereo unspecified)	-8.6	-0.9	2.4	-9.3	12.9	2.4	-6.9	0.7	-4.1
CC(C)OCCCn1c(=N)c(S(=O)(=O)c2ccccc2)cc2c(=O)n3ccccc3nc21	-1.6	-0.7	1.0	-3.3	5.2	1.1	-3.5	-0.4	-6.3
CN1CCN(c2ccccc2NC(=O)c2ccc(N3CCOCC3)c([N+](=O)[O-])c2)CC1	-5.3	4.0	1.7	-8.1	-4.7	3.0	-14.4	3.0	4.1
CCN(CC)C(=O)CSc1nc2c(sc(=S)n2-c2ccccc2)c(=O)n1-c1ccc(OC)c(OC)c1	3.0	-2.2	-0.1	-11.3	-1.8	-1.5	-7.1	-0.3	13.8
SMILES	GPR7 antagonist	OXTR potentiate	V1R ag counter	CHO-K1 Ca antag	TAAR1 antagonist	OXTR ag	CHO parental Ca	CHO-K1 Ca ag	CHO-K1 Ca PAM
CC(C)(C)c1ccc(CC(=O)N2CCC2(C)C(=O)Nc2cccc3ccccc23)cc1 (stereo unspecified)	·	·	·	-9.1	-16.6	·	·	0.6	7.2
COc1ccc(S(=O)(=O)Nc2ccc(S(=O)(=O)N3CCCC3)cc2)cc1	-3.4	-4.9	0.1	-12.5	2.9	0.0	-4.4	2.3	11.2
O=C(NCC1CCCO1)c1ccc2c(c1)C(=O)N(C1CCCCC1)C2=O (stereo unspecified)	-2.2	-14.8	2.0	-0.8	6.0	0.5	-12.3	2.0	12.0
O=c1cc(CN2CCOCC2)c2c(ccc3ccccc32)o1	-7.3	0.4	0.8	-0.8	·	-0.3	-3.7	0.0	10.2
O=C(Nc1ncc(Cc2ccccc2)s1)C1=NCCN1	-10.7	-13.6	-0.2	-6.7	-4.6	-0.9	-2.6	0.2	8.2
O=C(O/N=C1\CCS(=O)(=O)c2sccc21)c1ccccc1	-3.6	-1.4	0.8	-17.4	26.7	-2.3	-13.6	2.3	21.7
CCCCC(=O)Nc1nnc(C2=COCCO2)o1	-5.1	-2.9	13.1	-5.3	-24.5	0.3	9.4	0.5	17.1
O=C(CN1CCCCCCC1)N/N=C/c1ccc([N+](=O)[O-])o1	-12.2	-5.2	0.0	-5.4	-11.9	-0.7	-5.2	1.0	16.4
CCN1CCCC1CN(Cc1cc2cc(OC)ccc2[nH]c1=O)C(=O)NCc1ccccc1 (stereo unspecified)	-10.3	-16.5	-0.8	-23.5	7.6	-0.4	-11.1	-0.2	20.0
CN(CC(=O)Nc1ccc(Cl)cc1)C(=O)CCNC(=O)c1ccc(Cl)cc1	·	-8.2	6.5	11.2	-3.5	-1.3	-2.1	-0.5	-9.7
Cc1ccccc1NC(=O)CSc1nc2ccccc2c(=O)n1C	-19.3	·	·	7.2	11.8	·	·	10.4	-7.8
CCc1ccc(CN(C)C(=O)c2cc(COc3ccc(OC)cc3Cl)on2)nc1	2.2	-2.3	4.4	-4.5	-36.3	2.2	-17.8	4.9	6.5
COc1ccc(-n2nnnc2SCC(=O)N2CCCC2)cc1OC	-11.9	-4.9	0.2	-0.2	9.8	-0.1	-6.3	0.0	9.1
CC1=CC(C)(C)n2c(O)c(N=N)c3c(C)c(C)cc1c32	-15.0	-4.1	-1.1	-19.0	-16.0	-2.3	-6.4	0.5	-9.7
CCOc1ccc(S(=O)(=O)N2CCN(CN3C(=O)CC4(CCCC4)C3=O)CC2)cc1	·	-3.3	0.8	-9.4	-1.5	1.3	-23.1	-0.7	-2.2
Cc1ccc(-n2c(N)c(C(N)=O)sc2=S)cc1	-3.2	-14.4	0.3	-9.8	-7.9	0.3	-6.4	0.5	18.1
CCC(=O)Nc1ccc(C(=O)Nc2cccnc2)cc1	-12.6	-9.3	0.7	-11.1	-13.1	0.8	1.6	1.2	21.4
CC(Sc1nc2ccc(Br)cc2[nH]1)C(=O)O (stereo unspecified)	-4.4	7.0	0.6	-30.2	8.8	1.5	-15.8	0.0	10.8
CCN(CC)S(=O)(=O)c1ccc(N2CCOCC2)c(NC(=O)c2cc(-c3ccccn3)nc3ccccc23)c1	0.3	·	·	-8.2	71.3*	·	·	7.2	14.8
COc1ccc(C(=O)NNC(=O)c2cc(C)nc3ccccc23)cc1	·	0.7	0.6	-8.4	15.3	2.0	-13.2	0.6	15.4
O=C(O)c1ccccc1NCc1cccs1	-14.4	-9.4	2.0	-21.9	-9.2	0.6	0.1	0.6	26.1
CCOC(=O)C1CCCN(C(=O)C2CCC(CNS(=O)(=O)c3ccc(NC(C)=O)cc3)CC2)C1 (stereo unspecified)	-6.3	-13.6	0.4	-17.3	-11.6	0.1	-15.3	0.1	8.9
O=C(NCc1ccco1)c1ccc2c(=O)n(CCC3=CCCCC3)c(=O)[nH]c2c1	0.1	4.7	4.2	-0.6	7.2	0.5	-2.4	0.6	6.6
Cn1ccc2c(-c3ccc(C(C)(C)C)cc3)cc3c(c21)C1CCC3C1 (stereo unspecified)	·	·	·	-0.3	-28.6	·	·	0.7	19.4
COc1ccc(OCCN2CCC(C(=O)NC(c3ccsc3)c3ccccc3C)CC2)cc1 (stereo unspecified)	·	·	·	-2.7	19.0	·	·	4.9	13.8
SMILES	GPR7 antagonist	OXTR potentiate	V1R ag counter	CHO-K1 Ca antag	TAAR1 antagonist	OXTR ag	CHO parental Ca	CHO-K1 Ca ag	CHO-K1 Ca PAM
Cc1ccc(-c2n[nH]c(=S)n2C)cc1Cl	-9.2	-0.8	1.9	-14.2	-5.4	-1.0	-10.7	3.0	12.7
CC(=O)Cn1cnc2c(cnn2-c2ccc(F)cc2)c1=O	·	·	·	3.6	-5.5	·	·	0.7	-11.0
CCCCCCn1cc(CN2CC(N3CCN(CCO)CC3)CS2(=O)=O)nn1 (stereo unspecified)	·	·	·	-17.2	1.5	·	·	1.0	18.5
O=C(NCc1ccc2c(c1)OCO2)c1ccc(Cl)nc1	-6.8	-4.7	0.6	-6.5	3.4	0.1	-9.4	0.3	6.2
Cc1ccc(OCC(=O)O/N=C(\N)c2ccncc2)c(C)c1	-2.6	-9.0	5.0	-4.6	-21.3	1.8	-13.3	4.2	3.8
Cc1sc2nc(C(C)Nc3ccccc3N3CCOCC3)[nH]c(=O)c2c1C (stereo unspecified)	-9.2	-10.8	-0.3	-9.6	10.3	-1.4	-14.9	1.6	2.5
O=C(COC(=O)c1cc2c(s1)CCCC2)NCc1ccccc1Cl	-2.0	-11.1	0.2	-6.4	3.6	-1.2	1.6	1.5	25.8
COc1cc(OC)cc(C(=O)NC(C(=O)OCn2nnc3ccccc3c2=O)C(C)C)c1 (stereo unspecified)	·	-9.1	0.8	-3.2	-14.2	-1.1	-18.5	3.1	12.4
Cc1n[nH]c(=S)n1-c1cccc(Cl)c1	-6.4	-2.0	0.6	-9.6	-14.9	-0.1	-3.0	0.3	18.4

As a short view, part of the list above.
SMILES	GPR7 antagonist	OXTR potentiate	V1R ag counter	CHO-K1 Ca antag	TAAR1 antagonist	OXTR ag	CHO parental Ca	CHO-K1 Ca ag	CHO-K1 Ca PAM
COC(=O)c1ccc(C(=O)NC(=S)Nc2nc3c(s2)CCCC3)cc1	-5.5	-6.6	-0.6	-10.8	7.8	-0.8	-4.0	0.9	23.6
CCN(CC)C(=O)c1ccc(COc2ccc(Cl)c(C)c2)o1	3.0	-16.5	7.2	20.4	20.2	5.8	44.2*	10.2	3.8
O=[N+]([O-])c1ccc(-c2c(-c3ccccc3)ncc3cc(F)ccc23)cc1	·	-2.9	-0.4	-16.9	82.0*	-1.4	-15.5	1.6	15.9
